MazF activator: increases E. coli MazEF RNase cleavage of RNA | P0AE70 | FAM/BHQ RNA-DNA oligo cleavage fluorescence, 5 h | activation, % at 20 µM | 350,000 compounds, 0.32% hits | AID 504720; in the data active = activation above about 50%
Target sequence (P0AE70 whole entry, looked up): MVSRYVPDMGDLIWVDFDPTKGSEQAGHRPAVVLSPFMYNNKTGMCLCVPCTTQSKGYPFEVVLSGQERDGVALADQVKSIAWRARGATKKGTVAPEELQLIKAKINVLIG
TcdB inh: TcdB glycohydrolase inhibition; P18177; TcdB glycohydrolase enzymatic assay, plate reader; inhibition, % at 9.99 µM; 350,000 compounds, 0.24% hits; in the data active = inhibition above about 10%
DUSP3 inh: blocks human VHR1 dual specificity phosphatase | P51452 | recombinant VHR phosphatase, pNPP absorbance | inhibition, % at 13.3 µM | 290,000 compounds, 0.52% hits; in the data active = inhibition above about 50%; note: some compounds called inactive have numbers as strong as hits
Target sequence (P51452 whole entry, looked up): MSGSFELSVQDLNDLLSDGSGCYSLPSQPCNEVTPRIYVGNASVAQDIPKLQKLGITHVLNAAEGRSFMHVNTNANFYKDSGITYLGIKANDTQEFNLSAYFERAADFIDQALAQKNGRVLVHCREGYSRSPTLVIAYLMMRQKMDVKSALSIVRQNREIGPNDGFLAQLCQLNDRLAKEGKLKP
Vc quorum ag: inducers of Vibrio cholerae quorum light production without autoinducers; V. cholerae BH1578 lux reporter, luminescence, 6 h; activation, % at 18.7 µM; 350,000 compounds, 0.16% hits; AID 588436; in the data active = activation mostly above about 9.7%, no sharp cut-off; inconclusive = no clear call, values can overlap the other calls; inactive = mostly below about 3.7%; note: not every result past the cut was called active; inactives centre near 0; reference of the scale not given here
Anthrax LF inh2: inhibitors of Bacillus anthracis lethal factor protease. multiplex microsphere protease cleavage assay, LF. AID 588501. 360,000 compounds, 0.12% hits. P15917. inhibition, % at 10 µM; in the data active = inhibition above about 30%; inconclusive = no clear call, values can overlap the other calls; note: plate controls were buffer without enzyme for full effect and enzyme alone for no effect
PriA SSB inh: K. pneumoniae PriA-SSBct interaction inhibition; AlphaScreen SSBct-PriA binding, biotinylated peptide; inhibition, % at 33 µM; 430,000 compounds, 0.6% hits; in the data active = inhibition mostly above about 37%, no sharp cut-off; inactive = mostly below about 20%;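 note: plate controls were negative control peptide for no effect and reference peptide for full effect; strong numbers were not always called active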
Rv3671c protease: inhibitors of M. tuberculosis serine protease Rv3671c | inhibition, % at 5.96 µM | AID 2606 | 320,000 compounds, 0.048% hits | P9WHR9; in the data active = inhibition above about 38%;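 note: extracellular domain of Rv3671c used as enzyme; 0% = enzyme with DMSO and 100% = no enzyme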
Target sequence (P9WHR9 whole entry, looked up, the tested form may be a part): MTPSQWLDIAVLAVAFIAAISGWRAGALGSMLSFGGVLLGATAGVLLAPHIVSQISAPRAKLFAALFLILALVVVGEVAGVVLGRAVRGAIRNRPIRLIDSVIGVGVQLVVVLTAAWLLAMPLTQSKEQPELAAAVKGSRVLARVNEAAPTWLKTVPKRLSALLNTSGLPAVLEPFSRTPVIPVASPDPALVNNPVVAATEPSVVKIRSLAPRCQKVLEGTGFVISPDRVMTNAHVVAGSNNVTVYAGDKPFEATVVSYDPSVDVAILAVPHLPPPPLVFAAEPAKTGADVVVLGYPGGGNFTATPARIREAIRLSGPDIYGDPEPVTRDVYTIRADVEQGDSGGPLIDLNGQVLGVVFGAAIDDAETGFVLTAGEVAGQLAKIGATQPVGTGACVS
PfHsp40 rescue: rescue of PfHsp40-mediated yeast toxicity; S. cerevisiae expressing PfHsp40, growth rescue, ATP luminescence; growth rescue, % at 12.5 µM; 340,000 compounds, 0.68% hits; AID 504582; in the data active = growth rescue above about 28%, passing the limit was not always enough; inconclusive = no clear call, values can overlap the other calls;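 note: yeast W303a lacking pdr1 and pdr3 grown in galactose medium; growth measured after three days at 30 °C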
Yp Topo-I inh: Y. pestis Topo-I inhibition via cleavage products; Y. pestis Topo-I cleavage product accumulation, plate reader; activity, % at 10 µM; 360,000 compounds, 0.064% hits; AID 504884; in the data active = activity above about 50%, passing the limit was not always enough; inconclusive = no clear call, values can overlap the other calls; note: inactives centre near 2
3CLpro inhibitor: SARS-CoV 3CLpro protease inhibition; recombinant SARS-CoV 3CLpro, quenched FRET peptide cleavage; 290,000 compounds, 0.14% hits; inhibition, % at 6 µM; in the data active = inhibition above about 12%
* = called active by the depositor; i = inactive; ? = inconclusive; · = no result given; + = active, no number; & = joins results of further samples. Some of the compounds tested, so the mix of outcomes need not match the whole.

SMILES	MazF activator	TcdB inh	DUSP3 inh	Vc quorum ag	Anthrax LF inh2	PriA SSB inh	Rv3671c protease	PfHsp40 rescue	Yp Topo-I inh	3CLpro inhibitor
O=C(c1cccc(Cl)c1)C1CCCN(S(=O)(=O)c2ccccc2)C1 (stereo unspecified)	0	1.2	5	i	-6	-15	-8	2.2	15	3
CCOC(=O)C1=C(O)/C(=C\c2ccc(CNC(=O)C(=O)Nc3ccccc3)o2)N=C1C	-8	·	36	i	-1	-5	9	0.1	-11	3
CCn1ncc(CN2CCC(n3nccc3NC(=O)c3ccccc3Cl)CC2)c1C	-7	0.7	·	-0.4	0	·	·	·	-1	·
Cc1c(C#N)c2ccccc2n1CC(=O)N1CCCC1	-1	·	6	i	-1	-2	3	0.2	5	1
COCCNC(=S)N1CCc2cc(OC)c(OC)cc2C1COc1ccc(C(C)C)cc1 (stereo unspecified)	0	1.8	-7	-1.0	-1	12&8	-2	1.1	13	0
COc1cc(C(NC(C)=O)NC(C)=O)ccc1OCc1ccccc1	-3	·	30	i	3	-12	3	-2.1	-4	-2
Cc1cccn2c(=O)c3cc(S(=O)(=O)c4ccccc4)c(=N)n(Cc4ccco4)c3nc12	-5	2.2	22	i	-2	-6	-5	-1.0	1	2
Cc1cc(C)cc(OCC(=O)Nc2ccccc2C(=O)NCc2ccco2)c1	-14	·	6	i	-7	-3	7	1.4	17	3
Cc1ccnc2nc(C(=O)NCCc3ccc(F)cc3)nn12	0	·	19	-0.4	0	-2	6	1.5	-2	0
O=C(C[n+]1cccc2ccccc21)c1ccc(NC(=O)c2ccccc2)cc1	24	-1.9	11	-0.3	5	-2	-7	9.0	-10	-3
COc1ccc(CCNC(=O)C2CCN(S(=O)(=O)c3ccc(C)cc3)CC2)cc1	-24	1.2	9	i	8	7	-9	0.5	-5	-2
O=C(OCC1OC(n2ccc(=O)[nH]c2=O)C(O)C1OC(=O)c1ccccc1)c1ccccc1 (stereo unspecified)	6	·	37	3.9	-1	0	3	0.4	23	3
Cc1ccc(CCNC(=O)c2cc(S(=O)(=O)N3CCCC3)cn2C)cc1	-2	0.8	-6	-0.2	-9	-6	1	0.9	10	-4
COc1ccc(C(=O)OCC(=O)NCCCc2ccccc2)cc1[N+](=O)[O-]	3	-4.2	-8	i	-6	2	1	0.1	-2	3
CSc1ccc(CCNC(=O)CCc2nnc3ccc(N4CCOCC4)nn23)cc1	2	0.5	-2	·	-8	-12	5	0.8	3	-6
Cn1c(NNC(=O)CCC2CCCCC2)cc(=O)n(C)c1=O	-13	-0.5	4	i	-3	1	4	-0.8	0	2
COc1cc(NC(=O)c2cc(-c3cccnc3)nc3ccc(Br)cc23)cc(OC)c1	-10	1.9	44	2.8	-6	7	-19	0.0	-6	1
Cc1cc(C)c(O)c(-c2n[nH]c3c2C(c2cccc(O)c2)N(Cc2ccco2)C3=O)c1 (stereo unspecified)	2	1.6	-1	-0.5	-15	21	-20	2.7	-9	10
COc1ccc2c(c1)c(/C=N/Nc1nc3ccccc3[nH]1)c(C)n2C	-11	3.2	3	-0.3	·	+	37	3.2	-28	-10
CN1CCCC(C(O)(c2ccccc2)c2ccccc2)C1 (stereo unspecified)	-1	0.2	2	0.6	-13	2	3	-2.5	1	1
C/C(=N\O)C1CC(CC(=O)O)C1(C)C (stereo unspecified)	2	0.6	-26	-0.6	6	·	-5	-1.4	8	2
Cc1ccc(S(=O)(=O)NN2C(=O)/C(=C/c3cccnc3)SC2=S)cc1	0	0.1	17	i	-11	-10	-24	1.1	9	1
O=S(=O)(c1cccc(-c2cn3ccccc3n2)c1)N1CCCCC1	-17	1.4	19	1.9	-4	1	-1	1.4	20	2
Cc1ccc(Cn2ccc(NC(=O)c3nn(C)cc3Cl)n2)cc1	0	·	-1	i	-3	3	7	-1.4	2	4
CCOc1ccccc1C1C(C(N)=O)=C(C)Nc2nc(CCCO)nn21 (stereo unspecified)	9	0.1	9	-0.2	0	-8	-2	-1.0	-5	0
O=C(Nc1nc2ccccc2s1)C1CCN(C(=O)c2ccco2)CC1	3	0.6	-16	i	2	-8	-16	0.2	7	3
Cc1nc(-c2ccc3c(c2)OCCO3)cs1	11	-0.4	4	-0.3	0	-13	1	0.4	-8	-1
CS(=O)(=O)N1CCN(C(=N)N[N+](=O)[O-])CC1	9	1.2	12	-0.6	0	-13	11	0.0	8	2
COc1ccc(NC(=O)c2cc(CC(C)C)on2)cc1OC	13	0.2	-23	-1.2	0	1	-14	0.4	9	-2
O=C(c1ccco1)N1CCN(c2cccc(Cl)c2)CC1	2	0.5	6	-0.5	-1	2	4	-0.2	12	3
CC1CCC2(CC1)NC(=O)N(CC(=O)c1ccc3c(c1)OCO3)C2=O (stereo unspecified)	-4	1.1	5	-1.1	-4	2	5	-0.6	10	7
Cc1ccc(-c2nc(CS(=O)CC(=O)NCCCN3CCN(Cc4ccccc4)CC3)c(C)o2)cc1 (stereo unspecified)	-2	-0.7	-9	-0.3	0	10	1	-1.8	28	0
COc1ccc(-c2cncc3nccn23)cc1OC	·	2.1	·	0.3	-8	·	·	·	-4	·
COc1ccc(C2OCC3(O)C(c4ccc(OC)c(OC)c4)OCC23)cc1OC (stereo unspecified)	13	1.1	14	-0.3	-6	0	0	0.7	-1	·
Cc1cc(C)c(C)c(S(=O)(=O)N2CCN(C(=S)NCC3CCCO3)CC2)c1C (stereo unspecified)	-3	7.2	33	-0.3	-4	-13	-4	?	10	4
Cn1cccc1Cc1nnc(SCC(=O)NCc2ccccc2)n1-c1ccc(F)cc1	9	0.9	21	-0.2	-7	2	3	7.6	11	-5
COc1cc(/C(=C/c2ccccc2)c2ccccc2)c2c(c1)oc1ccccc12	-5	1.2	13	i	-3	-5	-12	-0.4	5	-2
Cc1[nH]c2ccc(-c3nnc(SCC(=O)NCc4ccco4)n3Cc3ccccc3)cc2c1C	0	·	4	-1.3	3	13	-3	0.5	20	0
O=C(CO/N=C/c1ccc(OC(F)F)cc1)NCc1ccco1	-5	0.0	19	-0.1	2	·	6	-1.4	4	0
CCc1ccc(N(CC(=O)Nc2ccc(NC(C)=O)cc2)S(=O)(=O)c2ccccc2)cc1	16	1.2	45	0.2	0	-4	-8	1.5	2	-3
CCCCCCN1C[C@@H](n2cc(-c3ccc(F)cc3)nn2)[C@H](O)C[C@@H]1c1ccc(OC)cc1	7	0.9	·	-0.4	-5	·	·	·	65*	·
Cn1c(NCCCN2CCOCC2)nc2c1c(=O)n(Cc1ccc(Cl)c(Cl)c1)c(=O)n2C	7	·	32	-0.3	0	14	-4	-0.1	17	-3
Cn1c(NCCOc2ccccc2)nc2cc(-c3ccc(F)cc3)sc2c1=O	·	-3.8	·	-0.6	-2	·	·	·	10	·
CN(C)c1nc(NCc2ccccc2)nc(Oc2ccc(=O)[nH]n2)n1	3	·	-5	17*	-3	-13	2	0.2	1	1
O=S(=O)(c1ccc(N2CCN(CCO)CC2)nc1)N1CCCCC1	2	·	9	0.5	0	3	-7	2.0	-5	3
CCOc1ccccc1NC(=S)NC(=O)C1CCCCC1	7	0.6	15	i	-1	-8	-2	3.1	18	2
CCCCC(CCC(=O)O)(C(=O)OCC)c1csc(N)n1 (stereo unspecified)	-2	·	12	-1.0	1	-11	-5	-0.9	-9	-7
O=C(NCC1CCCO1)c1cc(-c2ccncc2)nc2ccc(S(=O)(=O)N3CCOCC3)cc12 (stereo unspecified)	7	·	1	-0.2	-1	-17	-2	-1.3	-2	0
COc1cc(Cl)ccc1OCc1cc(C(=O)N2CC[C@@H]3CCCC[C@H]3C2)no1	-8	-1.1	0	-0.3	1	-17	-12	6.0	43	5
CCOC(=O)CN(C(=O)Cn1nnc(-c2ccc(C)cc2)n1)C(CC)C(=O)NC1CCCC1 (stereo unspecified)	-3	·	3	-0.2	-6	-15	2	-0.3	1	5
CC(C)(C)c1ccc(S(=O)(=O)NCC(=O)N2CCCC2)cc1	5	0.7	11	-0.3	8	-7&-2	3	-1.0	4	-2
O=C(NCc1ccc(-c2csnn2)cc1)C1CC1	1	1.1	14	i	18	-2	-4	-0.7	-1	2
Nc1nnc(SCC(=O)Nc2ccc(Cl)c(C(=O)O)c2)s1	3	0.5	56*	i	1	-6	-4	-0.8	12	4
CCOc1c(Cl)cc(C(=O)Nc2ccccc2C(=O)O)cc1Cl	-5	·	6	-1.4	-3	-10	-30	-0.6	6	6
O=C(CSc1nnc(CNc2cccc(C(F)(F)F)c2)n1Cc1ccco1)NCc1ccco1	17	·	4	i	·	-12	5	-1.7	4	2
CN(Cc1ccccc1)C(=O)COC(=O)CCC(=O)c1ccc(Cl)cc1	5	0.8	·	i	-6	-6	6	1.0	9	·
Cc1cccc(N=c2c([N+](=O)[O-])nn(-c3ccc(Cl)cc3)n2O)c1	3	1.9	20	-0.9	-11	8	5	-1.1	-3	4
CCOc1ccc(NC(=O)CSc2ccc(-c3cccnc3)nn2)cc1	-1	1.8	23	i	2	-8	4	-0.1	-5	0
COc1ccc(S(=O)(=O)N2CCN(C(=O)N3CCOCC3)C2C)cc1 (stereo unspecified)	-4	-5.8	-12	-0.2	-7	-3	-1	-1.1	10	-3
CCOC(=O)CCNCc1ccc(OC)c(OC)c1	7	1.4	9	i	6	-5	-4	-0.1	6	3

Continued:
SMILES	MazF activator	TcdB inh	DUSP3 inh	Vc quorum ag	Anthrax LF inh2	PriA SSB inh	Rv3671c protease	PfHsp40 rescue	Yp Topo-I inh	3CLpro inhibitor
COc1ccc(NC(=O)COC(=O)CNS(=O)(=O)c2ccc(F)c(F)c2F)cc1OC	6	·	8	0.7	-2	-11	-7	19	-3	-3
CCOc1ccc(S(=O)(=O)N2CCCC(C(=O)NCc3ccncc3)C2)cc1Cl (stereo unspecified)	-13	-0.7	-3	-0.2	7	0	-1	-0.1	10	2
CCOC(=O)C1(Cc2ccc(Cl)cc2)CCN(Cc2cnc(N)nc2)CC1	-1	0.7	32	-0.2	-1	1	-4	-1.2	-6	-3
O=C(Cn1c(=O)oc2cc(S(=O)(=O)N3CCCC3)ccc21)N1CCN(c2ccccc2)CC1	2	-0.3	11	-0.4	-7	-1	6	-1.4	5	-1
O=C(O)C1CC=CCC1C(=O)Nc1ccccc1C(=O)N1CCN(c2ccccc2)CC1 (stereo unspecified)	13	·	10	i	-5	-12	0	-1.9	3	1
COc1ccc(CNC(=O)C2CCCN2C(=O)NCc2ccccc2)cc1 (stereo unspecified)	11	1.0	12	i	1	-4	-2	-3.5	1	0
N#Cc1ccccc1NC(=O)COC(=O)CN1C(=O)C2CCCCC2C1=O (stereo unspecified)	-7	-6.6	·	-3.2	-12	-4	-3	-0.9	-8	·
O=C(COc1ccccc1)Nc1nccs1	2	0.9	13	i	-2	10&-5	-14	57*	3	4
CCOc1ccc(NS(=O)(=O)c2cc(C(=O)NCC3CCCO3)ccc2Cl)cc1 (stereo unspecified)	2	-1.6	·	-0.9	-1	-2	-1	0.4	7	·
